LMP1 NFkB inh: reduces LMP1-driven NF-kappaB luciferase signal; AID 504558; LMP1-induced NF-kappaB luciferase reporter cells, luminescence; 0.69% of 350,000 active; inhibition, % at 12.5 µM; in the data active = inhibition above about 41%; inconclusive = no clear call, values can overlap the other calls;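 also: 0% = neutral control wells and 100% = reference inhibitor control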
NCOA3 inh: inhibits human SRC3 coactivator | inhibition, % at 3.6 µM | AID 588352 | 0.17% of 360,000 active | HEK293 GAL4-SRC3 luciferase reporter, luminescence;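 active = inhibition above a per-campaign cutoff, the mean of all compounds plus 3 SD, cut at about 60% in these data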;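 also: 0% = DMSO-treated cells and 100% = gossypol-treated cells at 36 µM; higher means less SRC3-driven luciferase light from the GAL4 reporter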
TROY NFkB inh: blocks TROY-dependent signaling in reporter cells; inhibition, % at 10 µM; 0.98% of 360,000 active; Q293 LMP1-TROYcd NF-kB luciferase reporter, 4 h;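 active = compounds whose plate-normalised and pattern-corrected inhibition of the luciferase reporter signal at the single screening dose is 50% or more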
NR5A2 inv ag: suppresses constitutive activity of human LRH-1 | HEK293T StAR-luciferase reporter, LRH-1 transfected, 24 h | inhibition, % at 3.6 µM | AID 602396 | 0.13% of 360,000 active;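 active = inhibition above the mean inhibition of all tested compounds plus 3 SD, cut at about 73% in these data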;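 also: 0% = DMSO wells and 100% = reporter-only cells lacking LRH-1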
SRC2 inh: human SRC2 (NCOA2) inhibition | AID 651957 | 0.17% of 370,000 active | Q15596 | HEK293 GAL4-SRC2 luciferase reporter, luminescence | inhibition, % at 9 µM;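 active = inhibition above the mean inhibition of all tested compounds plus 3 SD, set per campaign, cut at about 52% in these data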;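 also: 0% = DMSO treated cells and 100% = cells given Gossypol at 36 µM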
TLR9-MyD88 block: inhibitors of human TLR9-MyD88 binding | CHO BLA complementation TLR9-MyD88, CCF4 FRET ratio | 0.21% of 340,000 active | AID 504734 | inhibition, % at 4.98 µM;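 active = inhibition above the mean over all tested compounds plus 3 SD, cut at about 21% in these data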;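 also: 0% = DMSO only wells and 100% = clavulanate BLA inhibitor control wells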
Target sequence (Q99836 whole entry, looked up): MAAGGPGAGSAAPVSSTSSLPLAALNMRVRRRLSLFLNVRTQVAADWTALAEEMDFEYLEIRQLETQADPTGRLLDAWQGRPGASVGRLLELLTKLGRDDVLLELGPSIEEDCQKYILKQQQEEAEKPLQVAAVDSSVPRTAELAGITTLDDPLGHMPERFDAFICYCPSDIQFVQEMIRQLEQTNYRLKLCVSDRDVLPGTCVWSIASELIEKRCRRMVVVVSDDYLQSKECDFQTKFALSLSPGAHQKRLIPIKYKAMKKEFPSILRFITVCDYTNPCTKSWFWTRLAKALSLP
Target sequence (Q9NR96 whole entry, looked up): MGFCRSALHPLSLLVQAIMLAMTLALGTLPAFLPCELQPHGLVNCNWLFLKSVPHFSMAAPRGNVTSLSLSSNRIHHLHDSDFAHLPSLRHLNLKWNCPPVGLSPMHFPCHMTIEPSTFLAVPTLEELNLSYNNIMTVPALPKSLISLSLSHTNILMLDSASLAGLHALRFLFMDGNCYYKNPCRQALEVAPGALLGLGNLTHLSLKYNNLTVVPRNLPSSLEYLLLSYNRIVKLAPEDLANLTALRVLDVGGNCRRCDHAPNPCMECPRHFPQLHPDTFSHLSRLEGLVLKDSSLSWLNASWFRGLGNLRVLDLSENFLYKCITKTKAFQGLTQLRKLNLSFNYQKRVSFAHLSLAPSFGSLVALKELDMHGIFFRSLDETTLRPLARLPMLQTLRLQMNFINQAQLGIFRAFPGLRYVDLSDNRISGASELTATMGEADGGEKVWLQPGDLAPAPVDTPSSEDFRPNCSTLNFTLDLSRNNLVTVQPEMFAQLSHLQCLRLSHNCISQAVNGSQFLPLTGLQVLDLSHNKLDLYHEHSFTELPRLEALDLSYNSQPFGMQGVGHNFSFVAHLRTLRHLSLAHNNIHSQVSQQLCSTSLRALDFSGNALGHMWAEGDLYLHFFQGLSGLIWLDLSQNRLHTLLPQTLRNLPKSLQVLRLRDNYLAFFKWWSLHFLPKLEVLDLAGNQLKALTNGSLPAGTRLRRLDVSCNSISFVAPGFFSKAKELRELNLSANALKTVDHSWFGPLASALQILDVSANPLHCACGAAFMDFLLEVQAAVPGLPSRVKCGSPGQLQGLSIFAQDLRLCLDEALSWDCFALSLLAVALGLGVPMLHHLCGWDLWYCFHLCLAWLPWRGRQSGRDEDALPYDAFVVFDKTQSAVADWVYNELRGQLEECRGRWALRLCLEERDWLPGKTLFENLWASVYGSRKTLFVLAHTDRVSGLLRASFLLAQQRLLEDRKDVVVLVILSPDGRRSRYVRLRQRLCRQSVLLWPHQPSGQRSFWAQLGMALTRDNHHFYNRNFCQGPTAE
NCOA1 inh: human NCOA1 inhibition. Q15788. HEK293 GAL4-SRC1 luciferase reporter, luminescence. inhibition, % at 3.6 µM. 0.12% of 360,000 active. AID 588354;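 active = inhibition above the campaign mean plus 3 SD, with each screening campaign given its own cutoff, cut at about 60% in these data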;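 also: 0% = DMSO treated cells and 100% = gossypol at 36 µM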
TRAIL sens C8: caspase-8 TRAIL sensitization. AID 624354. 1% of 360,000 active. inhibition (viability loss, TRAIL sensitization), % at 10 µM. NB7+C8 cells + TRAIL, ATPlite viability luminescence;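 active = compounds causing at least 50% loss of cell viability in the single-dose screen, relative to plate controls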
COUP-TFII inh: inhibitors of human COUP-TFII (NR2F2). P24468. HEK293T NGFI-A luciferase reporter, luminescence. inhibition, % at 8.6 µM. 0.7% of 370,000 active. AID 686940;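 active = inhibition above a per-plate cutoff, mean inhibition of test wells between control levels plus 3 SD, cut at about 38% in these data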;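 also: cells cotransfected with COUP-TFII expression vector driving the NGFI-A reporter; 0% = median of COUP-TF2 test wells and 100% = reporter-only cells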
Vif inh: blocks HIV Vif function; AID 602346; HEK293T cells, Vif self-association by quenched fluorescence, imaging, 24 h; 0.35% of 340,000 active; inhibition, % at 7.49 µM; in the data active = inhibition above about 50%, passing the limit was not always enough; inconclusive = no clear call, values can overlap the other calls; inactive = below about 31%; also: some results filed as inactive read as strong as hits
NOD2-RIPK2 inh: inhibitors of human NOD2-RIPK2 interaction. O43353. inhibition, % at 4.98 µM. AID 624267. 0.38% of 360,000 active. CHO BLA complementation NOD2-RIPK2, CCF4 ratio; in the data active = inhibition above about 21%;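 also: 0% = vehicle only and 100% = reference blocker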
Active calls of the source: *; u = inconclusive; x = no result given. Only part of the results is shown, so the mix of outcomes need not match the whole.

SMILES,LMP1 NFkB inh,NCOA3 inh,TROY NFkB inh,NR5A2 inv ag,SRC2 inh,TLR9-MyD88 block,NCOA1 inh,TRAIL sens C8,COUP-TFII inh,Vif inh,NOD2-RIPK2 inh
COc1ccc(C(=O)N/N=C2/SCC(=O)N2Cc2ccc3c(c2)OCO3)cc1OC,0,16,-16,-13,9,3,-8,20,2,-6,-12
COc1ccc(C(C(=O)NCc2ccccc2)n2c(=O)c(-c3cc4ccccc4[nH]3)nc3ccccc32)cc1 (centres undefined),x,x,x,29,0,x,x,-3,6,x,44*
CCN1/C(=C2\OC(=S)N(C)C2=O)C=Cc2ccccc21,2,-5,12,4,2,4,-3,-15,-17,u,-6
COc1ccc(C(=O)N2CCc3ccc(NC(=O)c4ccccn4)cc3C2)cc1F,-13,-32,-6,-33,-72,6,-34,36,-9,-2,1
OCC1(CCOc2ccccc2)CCN(Cc2ccc(OC(F)F)cc2)CC1,-7,-3,7,5,9,0,-37,26,30,-4,4
O=C(COC(=O)Cc1ccc(F)cc1)Nc1ccc2[nH]c(=O)[nH]c2c1,2,-2,11,19,4,-6,1,8,-18,-6,0
O=C(Nc1ccc(F)cc1)Nc1nnc(Cc2ccccc2)s1,-19,7,8,-5,7,-4,-2,11,34,-3,2
CCOC(=O)C1(Cc2ccccc2C)CCCN(C(=O)c2cc(CC)nn2C)C1 (centres undefined),0,15,20,-27,2,-7,1,5,7,2,6
COc1ccc(N2C(=O)CC(NNc3nc4ccccc4s3)C2=O)cc1 (centres undefined),x,11,-24,0,-3,x,-9,-3,-2,-3,1
O=C(OCc1c(F)cccc1Cl)c1cnc2ccccc2n1,-6,-13,-16,11,-17,7,-30,20,-13,5,6
COc1ccc(/C=N/NC(=S)Nc2cccc(C(=O)O)c2)cc1,25,-67,-39,-133,-38,-12,-92,21,-39,-4,-6
O=C(O)c1ccccc1C(=O)N1CCN(c2ncccn2)CC1,-1,-5,4,-6,-17,-9,6,-24,-2,9,-2
CCOC(=O)N1CCN(S(=O)(=O)c2ccc3c(c2)SC(C)C(=O)N3)CC1 (centres undefined),14,15,24,23,11,-8,-7,25,35,-18,-1
CC(C)NC(=O)C(Cc1ccccc1)N1C(=O)c2ccccc2C1=O (centres undefined),-1,6,-12,-4,-19,4,-5,-3,-1,x,0
CSc1ccc(C(=O)C2CCCN(C(=O)CCCn3cncn3)C2)cc1 (centres undefined),3,11,-49,-3,24,-6,-3,-7,-4,-2,-8
O=C(/C=C/c1ccc([N+](=O)[O-])cc1)N1CCN(Cc2ccccc2)CC1,7,-6,1,15,11,1,7,14,-4,4,2
COCCNS(=O)(=O)c1ccc(-c2ccc(S(=O)(=O)NCCOC)cc2)cc1,7,8,23,19,-9,0,21,4,15,-23,5
CC(C)(C)NS(=O)(=O)c1ccc(Oc2ncc(C(F)(F)F)cc2Cl)cc1,3,22,20,14,39,4,12,-7,29,-5,0
Cc1ccc(C(=O)NCCCNC(=O)COc2ccccc2Cl)cn1,-2,-1,-33,-1,-24,0,-4,-8,10,-5,-8
CCOc1ccc(-n2c(C)c(C(C)=O)c3cc(O)ccc32)cc1,27,56,35,4,4,4,61*,4,9,-9,5

In a second layout: entries from further up.
CC(C)(C)NS(=O)(=O)c1ccc(Oc2ncc(C(F)(F)F)cc2Cl)cc1
  LMP1 NFkB inh: 3	NCOA3 inh: 22	TROY NFkB inh: 20	NR5A2 inv ag: 14	SRC2 inh: 39	TLR9-MyD88 block: 4	NCOA1 inh: 12	TRAIL sens C8: -7	COUP-TFII inh: 29	Vif inh: -5	NOD2-RIPK2 inh: 0

Cc1ccc(C(=O)NCCCNC(=O)COc2ccccc2Cl)cn1
  LMP1 NFkB inh: -2	NCOA3 inh: -1	TROY NFkB inh: -33	NR5A2 inv ag: -1	SRC2 inh: -24	TLR9-MyD88 block: 0	NCOA1 inh: -4	TRAIL sens C8: -8	COUP-TFII inh: 10	Vif inh: -5	NOD2-RIPK2 inh: -8

CCOc1ccc(-n2c(C)c(C(C)=O)c3cc(O)ccc32)cc1
  LMP1 NFkB inh: 27	NCOA3 inh: 56	TROY NFkB inh: 35	NR5A2 inv ag: 4	SRC2 inh: 4	TLR9-MyD88 block: 4	NCOA1 inh: 61*	TRAIL sens C8: 4	COUP-TFII inh: 9	Vif inh: -9	NOD2-RIPK2 inh: 5

The list continues.
Sequence of screens – LMP1 NFkB inh | NCOA3 inh | TROY NFkB inh | NR5A2 inv ag | SRC2 inh | TLR9-MyD88 block | NCOA1 inh | TRAIL sens C8 | COUP-TFII inh | Vif inh | NOD2-RIPK2 inh
- COc1cc(C(=O)N2CCC(NC(=O)C(Cc3ccc(C)cc3)NC(C)=O)CC2)cc(OC)c1OC (centres undefined)
  1 | -4 | 22 | -3 | 11 | 4 | 6 | -6 | 10 | x | -6
- CC1Cc2ccccc2N1Cc1cccc(S(=O)(=O)N(C)C)c1 (centres undefined)
  0 | -21 | -10 | -1 | 10 | 3 | -2 | -7 | -10 | -1 | -2
- CCn1cnc2c1c(=O)n(CC(=O)Nc1ccc(C(N)=O)cc1)c(=O)n2Cc1ccccc1
  -2 | -3 | 11 | 6 | -19 | 4 | -7 | -25 | -6 | 5 | -4
- O=C(Nc1ccn(CCCN(CCCn2ccc(NC(=O)OCc3ccccc3)nc2=O)CCc2cc3ccccc3[nH]2)c(=O)n1)OCc1ccccc1
  -14 | -5 | 9 | -1 | -11 | 6 | 1 | 7 | 8 | x | -10
- CN(Cc1ccon1)C(=O)C1CCC(=O)N(Cc2ccc(Cl)cc2)C1 (centres undefined)
  -15 | 13 | 11 | 12 | -8 | -1 | -1 | 10 | 1 | -10 | -2
- CC(=O)Oc1ccc(C(=O)Nc2ccc(S(=O)(=O)N3CCOCC3)cc2)cc1
  1 | 19 | 49 | -1 | -11 | -5 | -16 | -1 | -12 | 6 | 2
- COc1cccc(-c2cccc3c2NC(=O)C3(C)Cc2cccc(F)c2)c1 (centres undefined)
  x | -15 | -1 | -24 | 19 | x | -1 | 1 | 4 | -4 | 1
- COc1ccc2c(c1)c1nnc(SCC(=O)N3C(C)CCCC3C)nc1n2C (centres undefined)
  0 | 9 | -21 | 18 | 0 | 8 | -4 | 4 | -5 | -1 | 6
- Nc1ccc(Nc2ccccc2)c(S(=O)(=O)O)c1
  -5 | 6 | 3 | 12 | -22 | 4 | -2 | 6 | -5 | 40 | -3
- CCCNC(=O)c1ccc(N2CCC3(CC2)CC(c2cccc(Br)c2)=NO3)c([N+](=O)[O-])c1
  9 | 19 | 25 | 12 | 35 | -9 | 8 | 20 | 54* | -10 | -19
- CC(C)Cc1c(O)nc(SCC(=O)N2CCCCCC2)[nH]c1=O
  -8 | -7 | 6 | 7 | -2 | 3 | 4 | -20 | 10 | -44 | -1
- Cc1ccc(S(=O)(=O)N(C)c2ccc(OCC(=O)Nc3ccc(S(C)(=O)=O)cc3)cc2)cc1
  0 | 0 | -1 | 9 | -9 | -12 | -1 | 11 | 14 | 1 | -18
- COC(=O)c1nn(-c2ccccc2)c(Sc2ccc(C)cc2)c1/C=N/O
  4 | 18 | 10 | 7 | 14 | 3 | -14 | 5 | 6 | x | -4
- CN(c1ccc(C(=O)N2CCOCC2)cc1)S(=O)(=O)c1ccc(Cl)cc1
  -1 | 19 | -7 | 26 | 10 | -7 | -16 | -1 | 11 | -26 | -5
- CCCn1nnnc1NCc1c(Cl)cccc1Cl
  -2 | 8 | 16 | 1 | -1 | 6 | -10 | -1 | 2 | 4 | 4
- Cc1cccnc1NC(=O)CCNS(=O)(=O)c1ccc2c(c1)c(=O)n(C)c(=O)n2C
  -5 | 14 | -15 | -8 | -23 | -2 | 1 | -4 | 13 | 10 | -6
- C=CCN(CC=C)Cc1c(O)ccc2c(=O)c(-c3ccccc3)coc12
  8 | -24 | -2 | -6 | 11 | 0 | 8 | -18 | 4 | -4 | 0
- Cc1noc(C)c1NC(=O)Nc1cccc2c1O[C@@H](CN(C)C)[C@@H](C)CN([C@H](C)CO)C2=O
  -3 | -17 | 10 | -33 | -8 | 4 | -10 | -4 | 9 | -1 | -12
- OCC[C@H]1C[C@H](O)[C@@H](O)[C@]2(Cc3ccccc3O2)O1
  6 | -13 | 4 | -11 | -14 | -9 | -4 | -10 | 14 | -4 | 7
- COc1cc(S(=O)(=O)N2CCOCC2)ccc1NC(=O)CN1c2cccc3cccc(c23)S1(=O)=O
  -1 | 7 | -7 | -4 | -11 | -1 | 1 | -7 | -18 | 2 | -22
- O=C(Cn1c2c(c(=O)n3ncnc13)CCC2)N/N=C/c1ccc(Cl)cc1
  5 | 7 | 14 | 17 | 9 | 1 | 9 | 8 | 1 | -15 | -2
- CCOc1cc2[nH]c(=O)n(CCCC(=O)NCc3ccco3)c(=O)c2cc1OCC
  -5 | -4 | -7 | 6 | -18 | 6 | -4 | 4 | 3 | 10 | 0
- S=c1[nH]cnc2sc(-c3ccccc3)cc12
  -14 | -43 | -67 | -75 | -73 | -19 | -59 | 14 | -17 | -18 | -1
- Cc1ccc(C(OCC(O)CNCc2ccc(F)cc2)c2ccccc2)cc1 (centres undefined)
  3 | -1 | 9 | 24 | 13 | -7 | 4 | 8 | 5 | 4 | 6
- CCNC(=O)N1CCC(c2nc3ccccc3s2)CC1
  -1 | -6 | -2 | -9 | -1 | 5 | -4 | -10 | 6 | -8 | -11
- Cc1ccc2nc(N3CC(=O)Nc4ccccc43)nc(-c3ccccc3)c2c1
  -15 | -1 | -7 | 9 | 9 | 13 | 12 | -7 | 2 | 1 | 4

3 structures out of the list, sorted by number of heavy atoms, largest number first.
Sequence of screens – LMP1 NFkB inh | NCOA3 inh | TROY NFkB inh | NR5A2 inv ag | SRC2 inh | TLR9-MyD88 block | NCOA1 inh | TRAIL sens C8 | COUP-TFII inh | Vif inh | NOD2-RIPK2 inh
- CCOc1cc2[nH]c(=O)n(CCCC(=O)NCc3ccco3)c(=O)c2cc1OCC
  -5 | -4 | -7 | 6 | -18 | 6 | -4 | 4 | 3 | 10 | 0
- Cc1ccc(C(OCC(O)CNCc2ccc(F)cc2)c2ccccc2)cc1 (centres undefined)
  3 | -1 | 9 | 24 | 13 | -7 | 4 | 8 | 5 | 4 | 6
- O=C(Cn1c2c(c(=O)n3ncnc13)CCC2)N/N=C/c1ccc(Cl)cc1
  5 | 7 | 14 | 17 | 9 | 1 | 9 | 8 | 1 | -15 | -2
